ARNT TACC3 PPI = ARNT/TACC3 interaction disruption; Q9Y6A5; AlphaScreen His-ARNT PAS-B/GST-TACC3 binding, luminescence; TACC3 fragment carries E629A point mutation; inhibition, % at 9.99 µM; actives 0.66% (n = 390,000);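 active = mean inhibition of replicates at least 50% and at least half of replicates each reaching 50%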;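 note: 0% = complete ARNT plus TACC3 wells and 100% = ARNT alone without TACC3; many hits fall short of the cut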
SIRT5 block = inhibitors of human sirtuin-5 desuccinylase; Q9NXA8; Purified SirT5, succinyl-peptide AMC, trypsin-coupled fluorescence; inhibition, % at 15 µM; actives 1.1% (n = 330,000); in the data active = inhibition above about 15%
Target sequence (Q9NXA8 whole entry, looked up): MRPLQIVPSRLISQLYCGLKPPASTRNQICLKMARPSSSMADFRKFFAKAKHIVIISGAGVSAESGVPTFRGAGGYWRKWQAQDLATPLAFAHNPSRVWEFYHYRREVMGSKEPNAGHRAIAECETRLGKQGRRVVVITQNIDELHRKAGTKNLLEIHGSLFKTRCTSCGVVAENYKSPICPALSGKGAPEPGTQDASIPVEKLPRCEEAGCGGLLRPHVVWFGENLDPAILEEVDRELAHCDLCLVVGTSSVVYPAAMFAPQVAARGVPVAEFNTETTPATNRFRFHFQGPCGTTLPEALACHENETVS
esBAF inh = inhibitors of esBAF chromatin remodeling in mouse ES cells | actives 2% (n = 350,000) | AID 602393 | Bmi1-luciferase knock-in reporter, 24 h; 100% = twice the neutral-well signal | reporter increase, % at 12.5 µM; in the data active = activation above about 40%;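 note: 0% = median of the plate's neutral control wells and 100% = double that signal; a rise in the Bmi1 reporter signal indicates esBAF inhibition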
miR122 inh = blocks miR-122 activity in Huh7 sensor cells | AID 602342 | actives 0.3% (n = 340,000) | activation (reporter increase), % at 12.5 µM | Huh7 miR-122 Renilla luciferase sensor, 48 h; neutral wells = 0, positive control = 100;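 active = mean replicate activation score at least 90 and every replicate individually at or above 90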;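 note: higher luciferase means less miR-122 activity so hits act as miR-122 inhibitors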
Cneo AK release = causes C. neoformans cell lysis; adenylate kinase release luminescence, 4 h; normalised: neutral wells 0, clomiphene wells 100; lysis activity, % at 15 µM; actives 0.2% (n = 360,000);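 active = mean lysis activity across replicates of at least 80%, whatever share of replicates individually reach that level; inactive = mean lysis activity below 80%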
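Assay system: log-phase C. neoformans yeast / Quantity: yeast cell density of 5 × 10^6 cells/mL / Medium: fresh YPD growth medium / Compound: single dose / Timing: static 4 h at 37 °C with compound, 1 h detection / Measured by: adenylate kinase release luminescence / Read-out: lysis from increased AK signal / Benchmarks: Clomiphene as positive lysis control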
C2C12 statin = suppression of simvastatin myotoxicity | C2C12 myotubes + simvastatin, ATP luminescence, 48 h; scaled: DMSO 0, geranylgeraniol control 100 | rescue of ATP level, % at 7.49 µM | actives 0.78% (n = 330,000) | AID 602340;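 active = mean ATP rescue above about 67%, or every replicate alone reaching that limit, limit read from the data, passing the limit was not always enough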;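 note: myotubes were challenged with 10 µM simvastatin during compound exposure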
ERp5 inh = blocks human ERp5 reductase activity on insulin. inhibition, % at 9.99 µM. actives 0.05% (n = 350,000). Q15084. ERp5 insulin aggregation, absorbance 650 nm, 90 min. AID 651711;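 active = mean replicate inhibition above about 25%, with every replicate also reaching it, limit read from the data, passing the limit was not always enough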
Target sequence (Q15084 whole entry, looked up): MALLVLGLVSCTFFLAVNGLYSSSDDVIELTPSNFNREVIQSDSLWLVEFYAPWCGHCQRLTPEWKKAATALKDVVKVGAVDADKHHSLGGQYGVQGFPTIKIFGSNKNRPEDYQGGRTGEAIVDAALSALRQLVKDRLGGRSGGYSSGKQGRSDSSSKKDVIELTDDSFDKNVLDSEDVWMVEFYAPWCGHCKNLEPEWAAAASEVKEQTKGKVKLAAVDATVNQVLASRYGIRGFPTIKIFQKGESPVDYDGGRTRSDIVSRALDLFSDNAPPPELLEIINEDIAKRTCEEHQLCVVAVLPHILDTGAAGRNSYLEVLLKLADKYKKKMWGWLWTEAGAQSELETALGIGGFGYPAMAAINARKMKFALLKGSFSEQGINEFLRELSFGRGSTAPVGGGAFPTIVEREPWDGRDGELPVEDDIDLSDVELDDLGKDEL
Active calls of the source: *; · = no result given; & = joins results of further samples; [ ] = dose if it differs, or a comment.

item	molecule	ARNT TACC3 PPI	SIRT5 block	esBAF inh	miR122 inh
1	Cc1ccsc1C(=O)C1CCCN(Cc2cnn(C(C)C)c2)C1 (stereo not given)	·	-0.8	-3.2	-13.0
2	Cc1ccccc1CS(=O)(=O)Cc1ccc(C(=O)N2CCC3(CC2)OCCO3)o1	0.9	-0.3	·	·
3	C/C(=N\NC(=O)c1ccncc1)c1c(O)n(Cc2ccccc2)c(=O)[nH]c1=O	22.5	4.0	-5.7	-3.0
4	CCCCn1c(O)c(C(C)=Nc2c(C)n(C)n(-c3ccccc3)c2=O)c(=O)[nH]c1=O	·	-2.1	-7.5	-9.7
5	CSc1ccc(CN2CCN(Cc3ccccc3Cl)CC2)cc1	7.1	-3.4	·	·
6	CCOC(=O)c1c(N)n(Cc2ccccc2)c2nc3ccccc3nc12	-5.2	·	-11.6	7.1
7	COC(=O)[C@H]1[C@H](CO)[C@H]2Cn3c(ccc(C4=CCCCC4)c3=O)[C@@H]1N2CCc1ccccc1	-5.6	-9.3	-1.2	4.3[16.7 µM]
8	Cc1ccc(OC(=O)N(C)C[C@H]2OCc3cnnn3CCCC(=O)N([C@@H](C)CO)C[C@@H]2C)cc1	-1.9	-3.5&-1.3	2.4	1.1[16.7 µM]

item	Cneo AK release	C2C12 statin	ERp5 inh
1	0.3	2.2	3.6
2	·	·	-2.3
3	6.5	2.2	-0.1
4	0.0	·	-7.8
5	·	·	-0.5
6	-0.2	-22.2	·
7	2.3	-142.9	5.7
8	2.4	-10.0	-0.7&2.7

Next section.
item	molecule	ARNT TACC3 PPI	SIRT5 block	esBAF inh	miR122 inh
9	CC(C)CC#Cc1ccc([C@H]2[C@H](CO)N3CCCCN(C(=O)Cc4ccccn4)C[C@@H]23)cc1	4.8	·	0.7	-12.7[16.7 µM]
10	O=S(=O)(c1cc(Cl)cc(Cl)c1)N1Cc2cc(-c3cccc(F)c3)ccc2-n2nncc2C1	·	-14.2	-8.1	1.2
11	COc1ccccc1OCC#CCN1CCOCC1	-6.2	-2.2	·	·
12	O=C(c1ccc(F)c([N+](=O)[O-])c1)N1CC2CC(C1)c1cccc(=O)n1C2 (stereo not given)	-11.8	-0.5	-8.4	8.9
13	CCOC(=O)c1cccc(C2=C(CNC(=O)c3nccs3)[C@H]3CC[C@@H](C2)N3Cc2ccccc2)c1	·	-1.4	-0.4	0.2
14	COc1ccc(C(CC(=O)N2CCC3(CC2)OCCO3)NS(=O)(=O)c2ccc(F)cc2)cc1 (stereo not given)	-1.6	·	-7.5	-2.7
15	C/C=C1/CN2C3CC1C(CO)(C(=O)OC)C2Cc1c3n(C)c2ccccc12 (stereo not given)	2.6	1.8	9.4	3.2
16	CC1(CCl)CN1S(=O)(=O)c1ccccc1 (stereo not given)	-12.9	-2.4	-4.0	-4.2

item	Cneo AK release	C2C12 statin	ERp5 inh
9	4.6	-17.3	·
10	4.5	-1.3	-0.2
11	·	·	-0.5
12	3.9	-1.0	0.4
13	-0.4	6.8	5.2
14	0.6	12.6	·
15	-0.7	15.6	-0.5
16	·	-3.6	-0.4

Next part:
item	molecule	ARNT TACC3 PPI	SIRT5 block	esBAF inh	miR122 inh
17	COC(=O)[C@H]1N[C@H]2c3ccc(C4=CCCC4)c(=O)n3C[C@H]2[C@@H]1CO	-0.8	-6.2	-3.4	·
18	O=C1NCN(c2ccccc2)C12CCN(C(c1nnnn1C1CCCCC1)C1CC1)CC2 (stereo not given)	·	-8.3	7.5	-8.4
19	CC(=O)c1c(C)n(CCCOC(C)C)c2ccc(O)cc12	-3.0	·	-7.4	-0.7
20	CN1CCC(C)(O)C2CCCCC21 (stereo not given)	-1.5	1.4	-2.3	1.4
21	CCCCc1nc2ccccc2c(=O)n1-c1ccccc1[N+](=O)[O-]	5.2	·	·	-0.9
22	O=C1NCN(c2ccccc2)C12CCN(C(c1cccs1)c1nnnn1C1CCCCC1)CC2 (stereo not given)	·	3.0	-5.3	4.3
23	C=CCn1c(O)c(C(C)=NC2CC2)c(=O)[nH]c1=O	3.8	·	-1.9	4.8
24	CCOC(=O)c1cc2c(cn1)[nH]c1ccccc12	0.3	-4.0	50.1*	9.2

item	Cneo AK release	C2C12 statin	ERp5 inh
17	-3.3	36.0	-1.8
18	-20.3	0.0	2.9
19	·	25.3	·
20	-0.2	16.3	0.9
21	-1.3	16.4	·
22	0.0	12.6	3.4
23	2.4	13.7	·
24	-2.7	7.7	-0.1

Further structures:
item	molecule	ARNT TACC3 PPI	SIRT5 block	esBAF inh	miR122 inh
25	COc1ccc(NP(=O)(Nc2ccc(OC)cc2)Oc2ccccc2)cc1	-0.7	·	·	1.8
26	COC(=O)[C@@H]1[C@@H](CO)[C@@H]2Cn3c(ccc(-c4ccccc4F)c3=O)[C@H]1N2C(=O)C1CCC1	-1.7	-9.8	-0.2	4.4[16.7 µM]
27	CCOC(=O)CNC(=O)N1Cc2ccccc2-n2nncc2C1	·	-3.8	1.8	-4.8
28	COc1cc(/C=C2/C(=O)NC(=O)N(c3ccc(C)cc3)C2=O)cc(OC)c1OC	-0.6	0.8	·	0.3
29	COc1ccc(CCN(C)Cc2c(F)cccc2F)cc1OC	-0.5	·	-3.5	-4.8
30	COc1ccc(CC(=O)N(CCN(C)C)CC2CCCN(Cc3ccccc3F)C2)cc1 (stereo not given)	6.5	0.7	-5.3	-7.9
31	C=C1C(=O)OC2CCN3CC=C(COC(=O)C(C)(O)C4(CO4)C1C)C23 (stereo not given)	·	3.0	2.0	-0.7
32	N#Cc1ccc(-c2ccc([C@H]3[C@@H](CO)N4CCCCN(C(=O)Cc5ccccc5)C[C@H]34)cc2)cc1	5.1	1.6	0.1	-7.5[16.7 µM]

item	Cneo AK release	C2C12 statin	ERp5 inh
25	0.3	·	·
26	-7.1	16.1	-2.4
27	4.6	-1.1	-0.5
28	0.8	·	4.1
29	-0.2	2.2	·
30	-0.2	0.6	1.6
31	-0.9	1.6	1.2
32	0.1	1.9	-2.4

Remaining list, next part:
item	molecule	ARNT TACC3 PPI	SIRT5 block	esBAF inh	miR122 inh
33	COc1ccc(N2CCN(CCc3ccncc3)CC2)cc1	-2.3	1.0	-10.0	0.3
34	CC(C)(C)c1ccc(S(=O)(=O)N2CC3CC(C2)c2cccc(=O)n2C3)cc1 (stereo not given)	-5.3	-2.0	2.0	-2.5
35	Cc1ncc(CN2CCCC(C(=O)c3cccc(Cl)c3)C2)s1 (stereo not given)	1.4	3.8	·	·
36	N#C/C(N)=C(/N)C#N	·	·	-4.9	-2.7
37	Cc1cccc(N2C(=O)/C(=C/c3ccc(N4CCN(C)CC4)o3)C(=O)NC2=S)c1C	-9.4	-0.9	-8.7	8.1
38	c1cc2c(c(NC3=NCCCS3)c1)CCCC2	·	·	1.6	-0.1
39	CCCCn1c(O)c(C=NC2CC3CCC2(C)C3(C)C)c(=O)[nH]c1=O (stereo not given)	-1.4	·	32.5	4.2
40	COC(=O)CC(=O)c1ccc2c(c1)OCO2	0.0	-2.1	-4.3	·

item	Cneo AK release	C2C12 statin	ERp5 inh
33	-0.7	41.7	3.2
34	-4.3	3.9	-4.3
35	·	·	-5.7
36	-0.2	2.7	4.5
37	·	-9.5	-5.8
38	1.7	5.8	1.8
39	-0.5	14.2	·
40	-1.2	3.0	-1.0

(further entries)
item	molecule	ARNT TACC3 PPI	SIRT5 block	esBAF inh	miR122 inh
41	COC(=O)C(O)(c1ccc(N(C)C(=O)OC(C)C)cc1)C(F)(F)F (stereo not given)	-10.7	2.7	0.7	4.5
42	COc1cccc(O)c1CN1CCCC(C(=O)c2sccc2C)C1 (stereo not given)	1.2	-3.5	·	·
43	O=C1NC(=O)C2(Cc3c(nc4ccccn4c3=O)N3CCCCCC32)C(=O)N1Cc1ccccc1 (stereo not given)	0.6	·	0.6	3.2
44	COc1cc(NC(=O)CN2C3CCC2CC(O)(c2cccnc2)C3)cc(OC)c1 (stereo not given)	1.3	·	-1.3	7.1
45	COc1ccc(C#Cc2ccc([C@@H]3[C@H]4CN(C(=O)Cc5cccnc5)CCCCN4[C@H]3CO)cc2)cc1	-2.7	2.4	·	-15.2[16.7 µM]
46	O=Cc1c(C(=O)O)n(Cc2ccccc2F)c2ccccc12	2.8	-1.3	-0.6	13.7
47	Cc1cccc(N=Cc2c(O)n(-c3ccccc3C)c(=O)[nH]c2=O)c1	2.7	1.6	-4.4	1.8
48	O=c1[nH]c2ccccc2n1C1CCN(C(c2ccccc2OC(F)(F)F)c2nnnn2-c2ccc3c(c2)OCCO3)CC1 (stereo not given)	·	-1.0	5.9	-7.6

item	Cneo AK release	C2C12 statin	ERp5 inh
41	1.2	-9.9	-1.3
42	0.1	·	2.3
43	-17.6	20.4	·
44	-5.9	·	·
45	2.3	·	5.9
46	-0.5	10.1	1.7
47	1.3	-48.1	-3.3
48	-3.6	-9.8	1.1

Continuation:
item	molecule	ARNT TACC3 PPI	SIRT5 block	esBAF inh	miR122 inh
49	COc1ccc([N+](=O)[O-])cc1N=Cc1c(O)n(CCc2ccccc2)c(=O)n(C(C)C)c1=O	1.7	-2.8	·	·
50	CC(=O)Nc1cc(C(=O)N2CCC3(CC2)OCCO3)ccc1S(=O)(=O)c1ccc(C)cc1	1.9	-7.0	-4.1	·
51	CCCCN1C(=N)C(CC)(CC)C(=O)NC1=O	-4.1	-1.2	·	·
52	c1cc2c(cc1-c1ccc3c(c1)OCO3)CNCc1cnnn1-2	·	-1.7	50.6*	-0.6
53	CCOC(C(=O)OCCCN(CC)CC)(c1ccccc1)c1ccccc1	2.8	·	·	3.2
54	C[C@H]1[C@@H](c2ccccc2)O[C@@H](c2ccccc2Br)N1C	-1.3	·	-6.8	-7.1
55	Cc1ccsc1C(=O)C1CCCN(Cc2cccc(OCCO)c2)C1 (stereo not given)	0.8	-4.5	-1.3	2.1
56	COC(=O)c1cc2c(s1)=NC=NP=2(N1CCOCC1)N1CCOCC1	-2.2&-2.6	0.8	1.2	-1.6
57	COP(=O)(OC)C(NC(=O)/C=C/c1ccccc1)C(Cl)(Cl)Cl (stereo not given)	-10.3	0.0	·	·

item	Cneo AK release	C2C12 statin	ERp5 inh
49	·	·	-8.0
50	-1.2	11.0	-3.0
51	·	·	12.7
52	0.3	11.5	-2.8
53	2.6	·	·
54	-0.5	32.5	3.0
55	-0.4	2.5	-1.7
56	0.4	13.6	6.5
57	·	·	3.5

Among those listed so far, these have an NH in an aromatic ring:
item	molecule	ARNT TACC3 PPI	SIRT5 block	esBAF inh	miR122 inh
3	C/C(=N\NC(=O)c1ccncc1)c1c(O)n(Cc2ccccc2)c(=O)[nH]c1=O	22.5	4.0	-5.7	-3.0
4	CCCCn1c(O)c(C(C)=Nc2c(C)n(C)n(-c3ccccc3)c2=O)c(=O)[nH]c1=O	·	-2.1	-7.5	-9.7
23	C=CCn1c(O)c(C(C)=NC2CC2)c(=O)[nH]c1=O	3.8	·	-1.9	4.8
24	CCOC(=O)c1cc2c(cn1)[nH]c1ccccc12	0.3	-4.0	50.1*	9.2
39	CCCCn1c(O)c(C=NC2CC3CCC2(C)C3(C)C)c(=O)[nH]c1=O (stereo not given)	-1.4	·	32.5	4.2
47	Cc1cccc(N=Cc2c(O)n(-c3ccccc3C)c(=O)[nH]c2=O)c1	2.7	1.6	-4.4	1.8
48	O=c1[nH]c2ccccc2n1C1CCN(C(c2ccccc2OC(F)(F)F)c2nnnn2-c2ccc3c(c2)OCCO3)CC1 (stereo not given)	·	-1.0	5.9	-7.6

item	Cneo AK release	C2C12 statin	ERp5 inh
3	6.5	2.2	-0.1
4	0.0	·	-7.8
23	2.4	13.7	·
24	-2.7	7.7	-0.1
39	-0.5	14.2	·
47	1.3	-48.1	-3.3
48	-3.6	-9.8	1.1

Some of the compounds tested; rates above refer to the full screens.
